IL-2 act = qHTS of IL-2 Activators | IL-2 activation reporter assay, cell-based qHTS; stimulated with anti-CD3/CD4/CD28 beads; in transgenic mouse T cells | activation, % (series mostly up to about 46 µM) | AID 652025, 2013 | 0.065% of 360,000 active; in the data active = activation above about 50%; inconclusive = mostly about 30% to 49%; also: 0% is about no effect
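Unstimulated transgenic mouse T cells, 750 per well, received compound and, after 60 minutes, anti-CD3/anti-CD4 bead plus anti-CD28 stimulation. EGFP and DsRed were quantified after 18 hours.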
GLP1R ag = qHTS of GLP-1 Receptor Agonists; Glucagon-like peptide 1 receptor (Homo sapiens), P43220; HEK293 GLP-1R CRE-luciferase, luminescence, 4-6 h; cells express a hypersensitive GLP-1R form; Potency, µM (titrated, usually from 45.6 µM), without a hit: top-dose activation, usual class: activators; 0.007% of 380,000 active; also: potency is read from the fitted curve at half-maximal effect; % of control where 0% means no effect
PLK1 PBD inh = qHTS for Inhibitors of PLK1-PDB (polo-like kinase 1 - polo-box domain): Primary Screen; Serine/threonine-protein kinase PLK1 (Homo sapiens), P53350; Plk1 PBD binding of FITC phosphopeptide, fluorescence polarization; Potency, µM, for the others: max response, negative = inhibition, most hits filed as inhibitors; 2.8% of 360,000 active; AID 720504, 2013; also: potency is read from the fitted curve at half-maximal effect; series mostly up to about 57 µM; % is scaled to controls: 0 for no effect and ±100 for the full control effect; nearly all actives have a fitted effect of over 65% in size
PI5P4Ka inh = qHTS for Inhibitors of phosphatidylinositol 5-phosphate 4-kinase (PI5P4K); Phosphatidylinositol 5-phosphate 4-kinase type-2 alpha (Homo sapiens), P48426; 1.2% of 330,000 active; AID 652105, 2013; max response, %; PI5P4Kalpha enzyme, ADP-Glo luminescence, 60 min; hits give low values; active = max response of -50% or lower; inconclusive = between -30% and -50%; inactive = -30% or higher; also: value at the top dose of about 77 µM; % is scaled to controls: 0 for no effect and ±100 for the full control effect
Target sequence (P48426 whole entry, looked up): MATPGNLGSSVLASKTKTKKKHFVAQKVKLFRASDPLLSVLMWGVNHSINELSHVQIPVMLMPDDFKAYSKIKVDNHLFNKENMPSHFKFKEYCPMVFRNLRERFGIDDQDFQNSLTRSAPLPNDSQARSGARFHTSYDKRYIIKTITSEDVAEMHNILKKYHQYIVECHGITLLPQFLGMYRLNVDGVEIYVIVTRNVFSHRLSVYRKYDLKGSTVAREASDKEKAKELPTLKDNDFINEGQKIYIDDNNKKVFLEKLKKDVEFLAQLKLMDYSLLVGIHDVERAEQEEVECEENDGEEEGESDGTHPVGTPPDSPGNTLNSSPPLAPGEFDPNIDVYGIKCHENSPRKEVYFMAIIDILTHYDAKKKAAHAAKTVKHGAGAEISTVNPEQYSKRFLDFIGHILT
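Luminescence from ADP-Glo served as readout of PI5P4Kalpha activity in a qHTS format. Reaction: enzyme, substrate, compound, ATP at 5 microM final, 60 min at RT.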
GLP1R inv ag = qHTS of GLP-1 Receptor Inverse Agonists (Inhibition Mode); Potency, µM (doses to about 38.3 µM), for inactives: at the highest dose activity change, negative = inhibition, hits mostly inhibitors; HEK293 GLP-1R CRE-luciferase, luminescence, 24 h; GLP-1R form is constitutively active; Glucagon-like peptide 1 receptor (Homo sapiens), P43220; AID 624417, 2012; 1.6% of 410,000 active; also: potency is read from the fitted curve at half-maximal effect; % is scaled to controls: 0 for no effect and ±100 for the full control effect; nearly all actives have a fitted effect of over 55% in size
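Assay principle: reduced luminescence from a cAMP-responsive reporter in HEK293 cells co-expressing a constitutively active GLP-1R. Conditions: 24 hr compound incubation, 37 deg C, 5% CO2.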
HEK293 tox = qHTS of GLP-1 Receptor Inverse Agonists: Cytotox Screen; Potency, µM (doses to about 38.3 µM), without a hit: at the top dose activity change, negative = inhibition, actives largely listed as inhibitors; HEK293 cAMP-luciferase reporter cells, luminescence, 24 h; 0.13% of 410,000 active;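 also: loss of luciferase light is scored as toxicity; potency is read from the fitted curve at half-maximal effect; % is scaled to controls: 0 for no effect and ±100 for the full control effect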
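1536-well qHTS counterscreen of the MLSMR; 200 cells/uL, 12 h pre-incubation, 23 nL cpd, 24 h at 37 deg C 5% CO2, luciferase detection reagent, 12 min RT, luminescence. Inhibition = undesired.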
EPAC1 ag = qHTS for Agonist of cAMP-regulated guanine nucleotide exchange factor 3 (EPAC1): primary screen. Rap guanine nucleotide exchange factor 3 (Homo sapiens), O95398. EPAC1 agonist qHTS, biochemical assay; response scale: 100% = response to 6.5 mM cAMP. Potency, µM (series often up to 154 µM), for the others: at the highest dose activation, most hits filed as activators. 0.073% of 360,000 active. AID 720707, 2013; also: potency is read from the fitted curve at half-maximal effect; nearly all actives have a fitted effect of over 60% in size
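Normalized to 6.5 mM cAMP, activity reflects EPAC1-catalysed release of BODIPY-GDP from Rap1B, followed kinetically over 30 min at 480 nm excitation, 540 nm emission. Reaction contained 100 nM EPAC1, 250 nM Rap1B-BODIPY-GDP, 50 uM GDP.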
PTHR1 agonist = qHTS for PTHR1 Agonists: Primary Screen; Parathyroid hormone/parathyroid hormone-related peptide receptor (Homo sapiens), Q03431; HEK293 GP2 PTHR1 cells, GloSensor cAMP luminescence, 1 h; Potency, µM (titrated, usually from 115 µM), for inactives: at the top dose activation, usual class: activators; 0.075% of 410,000 active; AID 743266, 2014; also: potency is read from the fitted curve at half-maximal effect; nearly all actives have a fitted effect of over 55% in size; some results filed as inactive show a strong effect at the top dose; inactives centre near -15; many of its hits are not listed in these tables
Target sequence (Q03431 whole entry, looked up): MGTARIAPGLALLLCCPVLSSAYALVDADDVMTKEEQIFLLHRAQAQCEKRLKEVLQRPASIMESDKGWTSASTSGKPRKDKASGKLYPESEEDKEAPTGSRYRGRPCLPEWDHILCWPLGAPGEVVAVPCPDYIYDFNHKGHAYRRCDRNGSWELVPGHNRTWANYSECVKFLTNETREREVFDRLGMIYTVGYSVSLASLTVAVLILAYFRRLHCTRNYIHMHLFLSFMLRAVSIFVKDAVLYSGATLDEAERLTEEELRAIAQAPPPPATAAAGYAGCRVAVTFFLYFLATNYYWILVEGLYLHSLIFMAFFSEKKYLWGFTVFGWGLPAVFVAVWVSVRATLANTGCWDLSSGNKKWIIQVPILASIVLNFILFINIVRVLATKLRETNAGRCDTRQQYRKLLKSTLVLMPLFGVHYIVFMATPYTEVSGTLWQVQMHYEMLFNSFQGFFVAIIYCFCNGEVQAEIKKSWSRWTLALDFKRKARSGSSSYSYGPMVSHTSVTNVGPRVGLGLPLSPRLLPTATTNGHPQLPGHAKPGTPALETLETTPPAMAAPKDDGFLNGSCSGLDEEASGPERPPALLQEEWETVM
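HEK-293-derived GP2 cells expressing PTHR1 and a GloSensor cAMP reporter, 3,000/well, plated overnight, given luciferin plus IBMX (each 0.5 mM as added) for 1 h at 37 °C, then compound for 1 h at 37 °C. Luminescence was read after 15 min at room temperature.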
EPAC1 antag = qHTS for Antagonist of cAMP-regulated guanine nucleotide exchange factor 3 (EPAC1): primary screen. EPAC1 GEF assay, Rap1b-BODIPY-GDP exchange fluorescence. 0.14% of 360,000 active. AID 720709, 2013. Potency, µM (top dose mostly 115 µM), for inactives: at the top dose activity change, negative = inhibition, most hits filed as inhibitors;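 also: potency is read from the fitted curve at half-maximal effect; plate controls were vehicle for no effect and positive control for full effect; nearly all actives have a fitted effect of over 50% in size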
* = called active by the depositor; i = inactive; u = inconclusive; x = not tested or not shown; & = joins results of further samples; [ ] = another dose, or the depositor's remark. Unless noted, calls follow the shape of the dose curve; as a rule, active = well fitted curve in the direction sought with a large enough effect; inconclusive = small, poorly fitted or top-dose-only effect, or another doubt; inactive = no such curve, though single readings can be large; an effect the other way counts as inactive or inconclusive. Only part of the results is shown; count on the stated rates, not on these rows.

SMILES	IL-2 act	GLP1R ag	PLK1 PBD inh	PI5P4Ka inh	GLP1R inv ag	HEK293 tox	EPAC1 ag	PTHR1 agonist	EPAC1 antag
CCCCN1C(=O)NC(NC(=O)C2CC2)(C(F)(F)F)C1=O (stereo not drawn)	-1.5	-1%	-8%	-1	-32%	u	-2%	3%	u
Cc1ccc(O)c(NC(=O)c2cc(-c3cccs3)on2)c1	1.2	15%	-1%	0	13%	-14%	3%	-11%	-21%
O=C(CSc1ccccc1)Nc1nnc(C2CC2)s1	0.5	0%	-17%	-5	-23%	-13%	9%	i	-2%
COc1cccc(-c2nnn(CC(=O)N(CC(C)C)C3CCS(=O)(=O)C3)n2)c1 (stereo not drawn)	0.0	3%	-2%	-1	12%	-4%	-21%	-7%	1%
Cc1cc(=O)[nH]c(SCC(=O)N2CCN(C(=O)c3ccco3)CC2)n1	-0.8	-9%	-4%	4	3%	-4%	-8%	i	10%
CCOCCC(=O)Nc1ccc2c(c1)c(=O)n(C)n2CC=C(C)C	1.2	-5%	-5%	2	u	-32%	-7%	-2%	11%
C=CCn1c(=S)[nH]c2cc(C(=O)Nc3ccc(OC)c(OC)c3)ccc2c1=O	-0.2	5%	1%	-3	18%	-4%	-7%	-7%	-14%
CCOC(=O)c1[nH]c2ccccc2c1NC(=O)c1ccccc1OC	x	32%	x	x	u	u	x	-16%	x
O=C(c1ccc(Cl)cc1)C(Cn1cncn1)C(Sc1ccccc1)c1ccccc1 (stereo not drawn)	-0.1	1%	-19%	1	-2%	-24%	-6%	-41%[inhibitor][57.5 µM]	5%
NC(=O)C1CCN(C(=O)c2ccc3ccccc3c2)CC1	1.0	6%	-3%	4	17%	2%	6%	-11%	7%
O=C(OCCCc1cc2ccccc2c(=O)o1)c1ccc2c(c1)OCO2	0.1	4%	-19%	0	19%	13%	0%	-9%	-10%
CN(C)c1cccc(CNC(=O)c2ccc3sc([C@@H]4O[C@H](CO)[C@H](O)[C@H](O)[C@H]4O)nc3c2)c1	-0.1	-7%	-2%	-6	1%	-2%	-13%	-21%	3%
Cc1cc(C)c(NC(=O)C2CC(=O)N(c3ccc4c(c3)OCCO4)C2)c(C)c1 (stereo not drawn)	0.5	-12%	-10%	-8	7%	0%	5%	i	0%
COc1ccc(Cl)c(-c2cc(C(=O)NCc3ccco3)[nH]n2)c1	0.8	12%	4%	-7	19%	0%	-2%	-21%	-2%
O=c1cc(-c2ccccc2)[nH]c2ccccc12	1.6	9%	1%	-1	-29%	u	1%	i	13%
CCOC(=O)/C=C1/SCC(=O)N1CC(=O)Nc1ccccc1OC(F)F	0.2	9%	3%	2	-3%	1%	-5%	-18%	-12%
Cc1ccc(NC(=O)CN(C)C(=O)Cn2nnc(-c3ccccc3C)n2)cc1	-5.3	-11%	4%	-1	u	0%	4%	i	-11%
COc1ccc(/C=N/NC(=O)c2cccc([N+](=O)[O-])c2)c2ccccc12	0.0	1%	-5%	3	-7%	19%	14%	-25%	10%
CC(=O)c1ccccc1NC(=O)CN1C(=O)CS/C1=C\c1nc(-c2ccc(C)cc2)cs1	1.7	0%	-5%	-18	10%	-4%	7%	i	-25%
CC(C)n1c(SC2CCOC2=O)nc2ccccc21 (stereo not drawn)	-1.2	-2%	-8%	-2	3%	-10%	2%	i	u
COc1cc(CC(NC(C)=O)C(=O)NC2CCN(C(=O)Nc3ccccc3C)CC2)cc(OC)c1 (stereo not drawn)	-1.3	0%	-3%	0	10%	15%	-14%	-22%	-10%
CCOC(=O)N1CCN(CC(O)COc2ccc(C)c(C)c2)CC1 (stereo not drawn)	-2.2	-4%	-1%	-3	-4%	-8%	4%	i	-9%
COc1cc(NC(=O)COn2nnc3ccc(S(C)(=O)=O)cc32)cc(OC)c1	0.9	14%	1%	6	54%[activator]	1%	0%	i	-21%
Nc1ccc(S(=O)(=O)Nc2nccc(/C=C/c3ccc(Br)s3)n2)cc1	2.3	6%	9.5µM*	u	41%	5%	9%	-5%	14%
CSCCC(Nc1ncnc2ccc(Br)cc12)C(=O)O (stereo not drawn)	-0.3	-2%	-5%	x	0%	11%	0%	i	6%

As a working copy, part of the list above.
SMILES	IL-2 act	GLP1R ag	PLK1 PBD inh	PI5P4Ka inh	GLP1R inv ag	HEK293 tox	EPAC1 ag	PTHR1 agonist	EPAC1 antag
COc1cc(NC(=O)COn2nnc3ccc(S(C)(=O)=O)cc32)cc(OC)c1	0.9	14%	1%	6	54%[activator]	1%	0%	i	-21%
Nc1ccc(S(=O)(=O)Nc2nccc(/C=C/c3ccc(Br)s3)n2)cc1	2.3	6%	9.5µM*	u	41%	5%	9%	-5%	14%
CSCCC(Nc1ncnc2ccc(Br)cc12)C(=O)O (stereo not drawn)	-0.3	-2%	-5%	x	0%	11%	0%	i	6%

(listing goes on)
SMILES	IL-2 act	GLP1R ag	PLK1 PBD inh	PI5P4Ka inh	GLP1R inv ag	HEK293 tox	EPAC1 ag	PTHR1 agonist	EPAC1 antag
Cc1ccn2c(=O)nc(SCC(=O)NCc3ccc4c(c3)OCO4)nc2c1	1.5	7%	-17%	-25	6%	3%	-6%	-19%	-14%
Cc1cc(F)ccc1S(=O)(=O)N1CCCOC1CNC(=O)C(=O)NCC(C)C (stereo not drawn)	0.4	-4%	-4%	1	2%	0%	-14%	-19%	11%
Cc1ccccc1OCCNC(=O)CNC(=O)c1ccccc1O	8.4	-5%	-2%	x	0%	-11%	-5%	20%[57.5 µM]	-25%
c1ccc2c3n(nc2c1)CCCO3	0.3	-6%	-5%	1	5%	4%	2%	i	-8%
N#Cc1ccccc1C[C@H](N)C(=O)NC[C@H]1O[C@@H](n2cnc3c(N)ncnc32)[C@H](O)[C@@H]1O	-0.7	-3%	4%	9	25%	4%	-7%	6%	10%
CO/N=C/CC(=O)c1cnc(-c2ccc(Cl)cc2)s1	-0.2	3%	-6%	-1	-28%	0%	9%	-11%	-8%
CC12CCC(=O)N1C(C(=O)Nc1ccccc1N1CCCC1)CS2 (stereo not drawn)	-3.8	12%	-6%	1	3%	1%	13%	-5%	-5%
CCc1nnc(NC(=O)C2CCCN(c3nc(C)cc(C)n3)C2)s1 (stereo not drawn)	-2.1	-2%	-15%	x	0%	-17%	4%	i	-10%
Cn1cc(C(=O)NC2CCCCC2)c(=O)c2cc(S(=O)(=O)N3CCCC3)ccc21	-1.8	7%	0%	0	-4%	-25%	-7%	-4%[57.5 µM]	-4%
Cc1nc2ccc(C(=O)N3CCN(c4ccccc4)CC3)cc2s1	-0.9	-15%	-7%	2	4%	-5%	-3%	i	3%
CC(Sc1nnc(C2CC2)n1C1CC1)C(=O)NCc1cccs1 (stereo not drawn)	-0.3	-7%	0%	-2	-27%	3%	-3%	i	11%
CCOc1cc(/C=C2\C(=O)N(c3ccc(C(N)=O)cc3)N=C2C)ccc1OC(=O)c1cccs1	2.0	-6%	u	-25	-17%	-9%	-10%	-4%[57.5 µM]	11%
CCS(=O)(=O)N1CCC(C(=O)NCCc2ccc(OC)c(OC)c2)CC1	0.4	5%	-8%	x	-25%	1%	4%	i	7%
CCOc1ccccc1NC(=O)C1C2C=CC(C2)C1C(=O)O (stereo not drawn)	-1.2	-19%	-2%	x	4%	6%	5%	i	2%
COc1ccc(CNC(=O)C2CCN(c3nc(-c4ccccc4)nc4c3CCC4)CC2)cc1	-3.4	6%	8%	11	u	8%	3%	-2%	3%
Cc1ccc(-n2nnnc2SCC(=O)NC(=O)Nc2ccc3c(c2)OCCO3)cc1	1.1	-1%	7%&-1%	x	-23%	-11%	-7%	-16%[57.5 µM]	5%
COc1ccccc1/C=N/NC(=O)c1sc(C)nc1C	0.1	13%	-9%	0	-9%	-3%	2%	-13%	10%
Cc1ccc(S(=O)(=O)Nc2cccc3c2CCCC3)cc1	0.0	-6%	2%	7	u	4%	-3%	-13%	-5%
COc1ccc(C(=O)N(C)C(C)c2nccs2)cc1OC1CCN(C(C)=O)CC1 (stereo not drawn)	-0.1	-4%	-7%	-4	1%	2%	10%	-11%	15%
Cc1ccc(Nc2nnc(SCC(=O)c3ccc(Br)s3)s2)c(C)c1	0.2	3%	13%	-17	u	-14%	-10%	-9%	-25%
COCCn1c(SCC(=O)Nc2cccc(S(N)(=O)=O)c2)nc2cc(Cl)ccc2c1=O	-1.1	8%	7.5µM*	-63*	2%	-2%	8%	i	u
Cc1ccc(S(=O)(=O)Nc2ccccc2N2CCOCC2)cc1	-1.0	-5%	4%	-2	u	-14%	-9%	-26%	1%
N#Cc1nc(-c2cccs2)oc1N1CCN(c2ccccc2)CC1	1.2	6%	-6%	x	5%	-17%	4%	i	-12%
CC(C)Sc1nc(N2CCCC2)c2c(c1C#N)CC(C)(C)OC2	-0.9	0%	-20%	12	u	74%[activator]	11%	i	1%
C=CC(=O)N=c1sc2ccccc2n1-c1ccccc1	-1.2	-7%	-20%	-2	u	u	0%	-7%	u
COc1cc(C(N)=O)cc(Cl)c1OC	1.2	3%	-7%	-1	0%	-11%	4%	i	-4%
Cc1ccc(NC(=O)CN(C)C(=O)c2ccc(NS(=O)(=O)c3cccc([N+](=O)[O-])c3)cc2)cc1	0.0	-1%	-8%	-1	11%	-10%	9%	-13%	-12%
CC(c1n[nH]c(=S)n1-c1ccccc1)N1CCCCC1 (stereo not drawn)	0.2	5%	-1%	-7	-26%	0%	3%	-5%	-23%
